Screening data (PubChem BioAssay)
P. falciparum M17LAP = P. falciparum M17LAP inhibitors, primary screen, biochemical, fluorogenic H-Leu-NHMec substrate, 1536-well (AID 1619); recombinant M17LAP, H-Leu-NHMec fluorogenic kinetic assay; higher % means a stronger effect; one-dose inhibition, % at 30 µM; IC50 in µM for titrated hits; hit rate 0.38% among 220,000;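 active means compound inhibiting the enzyme by more than half at any dose during confirmatory dose-response retesting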;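 further: plate controls were full reaction with DMSO carrier for no effect and no enzyme background for full effect; strong numbers were not always called active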
CSM14.1 death rescue = protection against thapsigargin-triggered cell killing – 384-well, CSM14.1, ATP luminescence, primary screen (AID 1222). cellular ATP content (survival), % at 20 µM, or EC50 in µM where a hit was titrated. 190,000 tested, under 10 active. CSM14.1 thapsigargin-induced death rescue, ATP luminescence; higher % means a stronger effect;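 active means EC50 below 50 µM in the dose-response confirmation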;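 further: death triggered by thapsigargin at about 15 µM added after 2 h compound pretreatment; cell ATP read after overnight thapsigargin exposure of roughly 18 to 22 hours; normalized against plate controls of thapsigargin alone and 5% DMSO vehicle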
M1AAP inhibition = malaria alanyl aminopeptidase activity blockers – biochemical, fluorogenic H-Leu-NHMec substrate, 1536-well (AID 1445); inhibition, % at 30 µM, or IC50 in µM where a hit was titrated; hit rate 0.42% among 220,000; recombinant M1AAP, H-Leu-NHMec fluorogenic kinetic assay; higher % means a stronger effect;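 active means primary inhibition above the hit cutoff, then over 50% inhibition at one or more dose response concentrations, cut at about 23% in these data, passing the limit was not always enough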;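 further: plate controls were DMSO full reaction for no effect and no enzyme background for full effect; strong numbers were not always called active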
UTI89 phage lysis = protection from phage-mediated lysis, alamar blue read-out – E. coli UTI89, K1F phage, bacterial capsule biogenesis inhibitors (AID 488966). E. coli UTI89 K1F phage lysis, alamar blue, 2 h; higher % means a stronger effect. inhibition, % at 100 µM, or IC50 in µM where a hit was titrated. hit rate 0.02% among 340,000;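 active means phage lysis inhibition, versus mean bacterial control, above a set limit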;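 further: capsule biogenesis inhibitors block K1F phage lysis so surviving cells raise fluorescence; higher fluorescence means more inhibition of phage lysis; actives were called in the ten point dose series up to 300 µM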
Dynein transport = dynein cargo transport inhibition; 3617.4 mouse cells, GR-EGFP nuclear translocation imaging; test concentration mostly 20 µM; stimulated with dexamethasone, 1 µM; stronger effect = lower value; z-score, hits read low; hit rate 0.47% among 220,000;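 active means plate z-score of nuclear minus cytoplasmic receptor signal below a set negative limit, without overly bright fluorescence or cell loss, cut at about -3.5 in these data, passing the limit was not always enough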;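 further: z-score of nuclear minus cytoplasmic ring GR-EGFP intensity difference per well; some compounds called inactive have numbers as strong as hits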
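Also added – dexamethasone, 1.0 µM final · Buffer or medium – tet-free, stripped-serum medium · Schedule – induction 48 h, compound 1 h, agonist 30 min · Detection – formaldehyde fixation, Hoechst nuclear stain, 10x automated fluorescence imaging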
bCat nuc transl = alters nuclear translocation of beta-catenin in HeLa cells. immunofluorescence imaging. AID 1665. nuclear translocation activity, % at 5 µM. hit rate 0.3% among 190,000;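 active means nuclear translocation activity above 50% at 5 µM, with a well cell count of 50 or more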;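 further: per-cell ratio of nuclear to cytoplasmic median beta-catenin stain intensity; plate controls were DMSO negative control for no effect and GSK-3 inhibitor IX positive control for full effect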
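Read-out: Nuclear/cytoplasmic beta-catenin signal ratio, % activation | Assay system: Human HeLa cell line | Times: 24 h compound exposure at 37°C, 5% CO2 | Signal: Fluorescence imaging of beta-catenin antibody stain plus DAPI | Dosing: 5 µM primary, 0.02–20 µM confirmation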
Ins promoter up = MIN6 insulin promoter up-regulation. z-score at 5 µM. MIN6 insulin promoter-GFP reporter, high-content imaging; stronger effect = higher value. AID 1625. hit rate 0.3% among 190,000;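 active means z-score above 3 at 5 µM with at least 500 cells counted in the well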
Autophagy HCS = autophagy modulation, high-content screen; MEF GFP-LC3 puncta imaging; test concentration mostly 10 µM; calls only at 10 µM (by protocol); hit rate 0.98% among 190,000;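 active means percentage of spot-positive cells more than 3 SD above its plate mean, without a fluorescence outlier flag or 80% toxicity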;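 further: spot-positive cell cutoff set from DMSO-treated cells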
MT stabilize HCS = microtubule stabilizers in HeLa cells; hit rate 0.83% among 200,000; % tubulin-high responders, % at 10 µM; HeLa tubulin immunostaining HCS, 24 h; share of cells brighter than vehicle mean+2SD;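 active means plate Z-score above 3 for both tubulin-high and condensed-nucleus cell shares, with cell loss under 80%, at 10 µM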;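 further: anti alpha tubulin signal scored within the nucleus-defined area of each cell; some results filed as inactive read as strong as hits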
Dynein transport cytoplasmic EGFP = also measured in Dynein transport; calls as there; z-score; measured here: cytoplasmic GR-EGFP intensity; stronger effect = higher value
Dynein transport nuclear GR-EGFP = recorded beside Dynein transport, whose call it bears; z-score; measured here: nuclear GR-EGFP intensity;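 lower value marks the stronger effect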
Dynein transport cell count = further read-out of Dynein transport, marked with its call; z-score; measured here: cell count per field
Ins promoter up cell count = second read-out of Ins promoter up, no call of its own (marks repeat the call); cell count; measured here: cytotoxicity, nuclei count;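 total cells summed across four imaged fields per well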
bCat nuc transl cell count 5 µM = also measured in bCat nuc transl; calls as there; cell count; measured here: cell count, cytotoxicity flag
MT stabilize HCS Hoechst-high % = further read-out of MT stabilize HCS, marked with its call; % Hoechst-high responders; measured here: nuclear condensation Hoechst responders;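 share of cells brighter than vehicle mean plus two SD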
MT stabilize HCS cytotoxicity % = also measured in MT stabilize HCS; calls as there; toxicity, %; measured here: cytotoxicity by cell density;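 0% = mean cell density of plate MIN control wells and 100% = no cells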
Autophagy HCS cell loss 18 h = further read-out of Autophagy HCS, marked with its call; toxicity, %; measured here: cell loss, nuclei count;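 cell loss after 18 h compound exposure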
Starred values were filed as active, the others as inactive; i = inactive; / = not tested or not shown; [ ] = dose if it differs, or a comment.

SMILES | P. falciparum M17LAP | CSM14.1 death rescue | M1AAP inhibition | UTI89 phage lysis | Dynein transport | Dynein transport cytoplasmic EGFP | Dynein transport nuclear GR-EGFP | Dynein transport cell count | bCat nuc transl | bCat nuc transl cell count 5 µM | Ins promoter up | Ins promoter up cell count | Autophagy HCS | Autophagy HCS cell loss 18 h | MT stabilize HCS | MT stabilize HCS Hoechst-high % | MT stabilize HCS cytotoxicity %
CCOc1cc(NC(=S)NCCCN2CCOCC2)c(OCC)cc1NC(=O)c1cccc(C)c1 | -12% | -0.4% | -2% | -0.5% | -0.85 | -0.18 | -0.63 | 0.13 | 1.2 | 1514 | -0.2 | 1102 | i | -5 | 2.6 | 1.9 | 6.2
CCCOc1ccccc1N1C(=O)CC(N(O)c2ccccc2)C1=O (stereo unspecified) | -5% | 2.7% | 0% | 0.3% | -0.27 | -0.18 | -0.19 | 0.89 | -3.1 | 1035 | 0.45 | 1581 | i | 5 | 1.6 | 2.6 | 4.9
Cc1ccc(-c2nnc(N3CCN(C(=O)Cn4c(=O)n(C)c5ccccc54)CC3)c3ccccc23)cc1 | -2% | 1.5% | 1% | -1.5% | -1 | 0.2 | -0.22 | 0.52 | -5.8 | 1179 | -0.62 | 934 | i | -3 | 22 | 3.7 | 51
CCCSc1nc2c(cnn2-c2ccc(C)cc2)c(=O)[nH]1 | 2% | / | 8% | 6.6% | -0.009 | 0.33 | 0.39 | -0.73 | -0.6 | 948 | / | / | / | / | 7.4 | 1.4 | 6.3
O=C(C1=C(O)C(=O)N(c2nccs2)C1c1ccccc1)c1cc2ccccc2o1 (stereo unspecified) | 5% | / | 3% | -0.7% | 0.3 | -0.25 | -0.16 | -0.033 | -0.5 | 1027 | / | / | / | / | / | / | /
CCCCCCC(C)OC(=O)c1ccccc1C(=O)O (stereo unspecified) | -3% | / | 4% | 0.0% | 0.32 | -0.19 | -0.085 | -0.47 | -2.2 | 1198 | 0.51 | 1462 | / | / | / | / | /
CC(C(=O)Nc1cccc(S(=O)(=O)N2CCOCC2)c1)N1CCN(c2ccc(F)cc2)CC1 (stereo unspecified) | -2% | 0.8% | -2% | -1.7% | -0.72 | -0.29 | -0.25 | 0.88 | 1.2 | 1097 | -1.2 | 1269 | i | -32 | 1.2 | 1.5 | 6.9
O=C(COC(=O)c1ccccc1C(=O)N1CCN(c2ccc(F)cc2)CC1)NCc1ccccc1 | 15% | 7.3% | 5% | 1.0% | -0.0029 | -0.19 | 0.31 | 0.11 | 1.7 | 911 | -0.4 | 934 | i | 7 | 2.1 | 1.3 | 7.7
O=c1cc(N2CCc3ccccc32)[nH]c(=O)n1-c1ccc(Br)cc1 | 20% | 0.4% | 10% | -0.1% | -1.5 | -0.22 | -0.82 | 0.84 | -0.4 | 1083 | 0.71 | 2076 | i | 6 | 3.8 | 5.1 | 6.5
COc1ccc(NC(=O)c2noc(C(C)C)c2[N+](=O)[O-])cc1 | -2% | -3.6% | 3% | 0.1% | 2.8 | -0.22 | 1.6 | -0.88 | 0.5 | 1166 | -0.69 | 1347 | i | 16 | 2.6 | 2.0 | 4.9
Cc1cc2occ(CC(=O)NCc3cccs3)c2cc1C(C)C | 4% | -0.9% | 8% | 1.6% | -0.33 | -0.32 | -0.48 | 0.73 | 1.8 | 824 | -0.76 | 1332 | i | 3 | 2.9 | 3.6 | 4.8
CCC(CC)C(=O)c1c[nH]c(C(=O)O)c1 | -7% | -0.3% | -1% | i | 2.1 | -0.19 | 1.1 | -2.5 | -2.2 | 1076 | -0.01 | 1373 | i | 7 | 3.0 | 1.5 | 9.5
O=C(Nc1ccc(S(=O)(=O)Nc2ncccn2)cc1)c1ccccc1NS(=O)(=O)c1ccc(F)cc1 | 23% | -1.9% | 23% | -0.1% | -0.14 | -0.31 | 0.64 | 0.04 | 0.0 | 1436 | 0.4 | 1505 | i | 1 | 4.8 | 2.7 | 6.0
CCOc1ccc(NC(=O)c2ccccc2NC(=O)CN2CCN(C(C)=O)CC2)cc1 | 9% | / | 21% | -0.2% | -0.53 | -0.24 | -0.16 | 0.51 | / | / | / | / | i | -11 | 2.5 | 1.8 | 4.9
COc1ccc(S(=O)(=O)N2CCOCC2)cc1NC(=O)CN1CCC(Cc2ccccc2)CC1 | -13% | 5.7% | 0% | 2.8% | 0.9 | 0.36 | 1.5 | -3.6 | -0.6 | 961 | -0.82 | 1285 | i | 9 | 2.0 | 1.1 | 0.3
O=C(CS(=O)(=O)Cc1ccccc1)Nc1nc2ccccc2s1 | 15% | / | 5% | -0.1% | -0.18 | -0.056 | 0.073 | 1.5 | / | / | -0.12 | 1311 | i | -2 | 7.9 | 7.2 | 98
CCOC(=O)c1cc(C)sc1NC(=O)c1ccc(Cl)s1 | 5% | -0.8% | 12% | -4.5% | -0.58 | -0.15 | -0.054 | 0.87 | -2.2 | 1145 | -0.04 | 1005 | i | 5 | 3.2 | 2.6 | 2.1
Cc1cc(SC#N)cc(C)c1NC(=O)CCl | -3% | -1.2% | 3% | -3.2% | -2.4 | 0.37 | -1.7 | -0.051 | 0.5 | 1074 | 2.1 | 916 | i | 17 | 8.2 | 1.4 | 7.9
O=C1c2cnc3nc(SCc4cccc(Cl)c4)nn3c2CC2c3ccccc3CCN12 (stereo unspecified) | 0% | -0.4% | 9% | 0.0% | 0.67 | 0.25 | 0.24 | 0.36 | -3.0 | 921 | -0.11 | 821 | i | 4 | 3.2 | 2.0 | 9.6
CCOC(=O)c1cnn(-c2ccccc2)c1-n1cccc1C(=O)C(=O)Nc1ccccc1 | -9% | 2.0% | 3% | 0.4% | -0.65 | -0.17 | -0.45 | 0.56 | 0.6 | 1438 | 0.54 | 1431 | i | 4 | 2.5 | 0.9 | 1.2
COc1ccc(OCC(O)Cn2c(Nc3cccc(C)c3)nc3c2c(=O)n(C)c(=O)n3C)cc1 (stereo unspecified) | 20% | -0.7% | 6% | 4.8%[50 µM] | -0.9 | -0.29 | 0.093 | 0.89 | -2.9 | 538 | -0.06 | 1164 | i | -1 | 4.7 | 2.4 | 1.1
COc1ccc(Cl)cc1NC(=O)CSc1nnc(Cc2cccn2C)n1-c1ccc(F)cc1 | -10% | / | 6% | -3.9% | 0.075 | -0.078 | 0.3 | -0.13 | -1.0 | 1057 | -0.19 | 1417 | i | -12 | 2.5 | 0.9 | 7.8
COc1ccc(N/C(N)=N/c2nc(CSc3ccc(Cl)cc3)cc(=O)[nH]2)cc1 | 8% | -1.3% | 31% | 1.9% | -0.68 | -0.24 | -0.14 | 0.37 | -11 | 945 | / | / | i | 10 | 3.5 | 2.3 | 2.6
Cc1ccc(S(=O)(=O)N2CCOCC2)cc1C(=O)Nc1nc2ccccc2[nH]1 | 3% | 0.0% | -7% | 1.0% | 0.49 | 0.032 | 0.5 | -1.1 | -1.3 | 1090 | 1 | 1374 | i | 4 | 4.2 | 0.9 | 4.7
CCC1=NN(C(=O)COc2ccccc2)C(O)(c2ccc(Br)cc2)C1 (stereo unspecified) | / | -1.8% | / | 0.0% | 1.3 | 0.11 | 1.5 | -1.8 | 1.6 | 1448 | -0.1 | 1482 | i | 1 | 2.1 | 1.5 | 3.3
CCc1ccc2[nH]c(=O)c(C(c3nnnn3CCOC)N3CCN(c4ccccc4)CC3)cc2c1 (stereo unspecified) | 8% | -0.2% | 11% | 0.1% | -0.25 | -0.23 | -0.18 | 0.42 | -2.0 | 1001 | / | / | i | -3 | 1.0 | 1.6 | 12
COC(=O)c1ccc(-c2noc(CN(C)Cc3ccncc3C)n2)cc1 | 7% | 2.6% | 1% | -0.4% | -0.42 | 0.14 | 0.12 | 0.66 | -1.3 | 951 | / | / | i | 9 | 0.7 | 0.5 | 2.5
CCCCCSc1nnc(C)c(=O)[nH]1 | 5% | -2.1% | 9% | 0.1% | 0.013 | -0.27 | 0.093 | -0.24 | -1.6 | 1262 | -0.38 | 1605 | i | -9 | 5.5 | 3.4 | 3.9
Oc1ccc(N2CCN(c3nnnn3-c3ccccc3)CC2)cc1 | 11% | 0.8% | 8% | 2.4% | 0.067 | 0.071 | 0.38 | 0.67 | -2.9 | 1032 | -0.14 | 1335 | i | 20 | 6.4 | 3.0 | 2.8
O=C(/C=C/c1cccc([N+](=O)[O-])c1)NCc1cccnc1 | 2% | 0.6% | 4% | 2.9% | 0.44 | -0.21 | 0.23 | -0.39 | -0.4 | 1374 | -0.14 | 1625 | i | -1 | 1.1 | 0.9 | 4.7

Among those listed so far, these contain a nitro group on carbon.
SMILES | P. falciparum M17LAP | CSM14.1 death rescue | M1AAP inhibition | UTI89 phage lysis | Dynein transport | Dynein transport cytoplasmic EGFP | Dynein transport nuclear GR-EGFP | Dynein transport cell count | bCat nuc transl | bCat nuc transl cell count 5 µM | Ins promoter up | Ins promoter up cell count | Autophagy HCS | Autophagy HCS cell loss 18 h | MT stabilize HCS | MT stabilize HCS Hoechst-high % | MT stabilize HCS cytotoxicity %
COc1ccc(NC(=O)c2noc(C(C)C)c2[N+](=O)[O-])cc1 | -2% | -3.6% | 3% | 0.1% | 2.8 | -0.22 | 1.6 | -0.88 | 0.5 | 1166 | -0.69 | 1347 | i | 16 | 2.6 | 2.0 | 4.9
O=C(/C=C/c1cccc([N+](=O)[O-])c1)NCc1cccnc1 | 2% | 0.6% | 4% | 2.9% | 0.44 | -0.21 | 0.23 | -0.39 | -0.4 | 1374 | -0.14 | 1625 | i | -1 | 1.1 | 0.9 | 4.7

Compounds as they come. Share with any hit: about 2.9%.
